Source: PubChem BioAssay
D3 ag = qHTS of D3 Dopamine Receptor Agonist: qHTS; D(3) dopamine receptor (Homo sapiens), P35462; max activation, %; 410,000 tested, 0.58% active; AID 652048, 2013; D3R DiscoveRx beta-arrestin cells, luminescence, 90 min; in the data active means max activation above about 30%; further: 0% is about no effect; mostly tested at two doses, the higher about 12 µM
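Cells at 1500/well, incubated overnight, then treated with pinned compounds (dopamine as control) for 90 min at 37 degrees C. DiscoveRx reagent added for 30 - 60 minutes at room temperature; luminescence read.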
Abeta rescue = qHTS for compounds that reverse cellular toxicity of Amyloid beta (A-beta) peptide in yeast: Primary Screen. yeast expressing A-beta42, growth rescue, OD600, 48 h; response scale: 0% DMSO, 100% iron-clioquinol control. Potency, µM (series often up to 46.1 µM), for inactives: at the highest dose growth rescue, usual class: activators. 410,000 tested, 0.063% active; further: potency means the concentration at half of the fitted maximal effect; nearly all actives have a fitted effect of over 55% in size
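Yeast growth medium received pinned compounds, then yeast cells expressing toxic A-beta were added; plates incubated at 30 C for 48 hr. Growth read as absorbance at 600 nm, normalized to DMSO and equimolar FeCl3 plus clioquinol controls.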
TDP-43 yeast inh = qHTS of TDP-43 Inhibitors; TDP-43 expressing yeast growth rescue, BacTiter-Glo, 24 h; Potency, µM (titrated, usually from 46.1 µM), inactives show top-dose growth rescue (activation), most hits filed as activators; 410,000 tested, 1.8% active; further: potency means the concentration at half of the fitted maximal effect; % of control where 0% means no effect; nearly all actives have a fitted effect of over 50% in size
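Growth rescue of TDP-43-toxic yeast measured as ATP luminescence (BacTiter-Glo). Cells grown to mid-log in raffinose, induced in galactose at OD600=0.02, exposed to compound 24 hr at 30 deg C.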
D3 antag = qHTS of D3 Dopamine Receptor Antagonist: qHTS | D(3) dopamine receptor (Homo sapiens), P35462 | D3R cells, DiscoveRx beta-arrestin luminescence, antagonist mode; hits give low values | max response, negative = inhibition, % | 360,000 tested, 2.5% active | AID 652054, 2013; in the data active means max response below about -50%; inconclusive means no clear call, values can overlap the other calls; further: on the % scale 0 is the no-effect control and ±100 the full control effect; mostly tested at two doses, the higher about 12 µM
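Cells plated overnight at 1500 cells/well, then exposed to library compounds with dopamine controls for 90 minutes at 37 degrees C. DiscoveRx reagent added for 30–60 minutes at room temperature; luminescence read, quantitative HTS format.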
aSyn rescue = qHTS of alpha-syn Inhibitors; Yeast expressing alpha-synuclein, growth rescue, BacTiter-Glo, 24 h; Potency, µM (highest dose often 46.1 µM), without a hit: at the highest dose growth rescue (activation), hits mostly activators; 370,000 tested, 0.14% active; AID 652106, 2013; further: potency means the concentration at half of the fitted maximal effect; % of control where 0% means no effect; nearly all actives have a fitted effect of over 65% in size
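Screening used galactose-induced yeast with toxic alpha-synuclein levels, exposed to compound for 24 hr at 30 deg C. Cell growth, read with BacTiter-Glo luminescence, gave the measured signal.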
FUS yeast rescue = qHTS for Suppressors of FUS Proteinopathy: Primary screen using FUS-linked yeast assay; S. cerevisiae FUS-expressing, growth rescue, OD600, 24 h; Potency, µM (titrated, usually from 76.6 µM), for inactives: at the highest dose growth rescue (activation), hits mostly activators; 390,000 tested, 0.24% active; AID 1347120, 2019;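 further: potency means the concentration at half of the fitted maximal effect; plate controls were DMSO vehicle for no effect and reference control for full effect; nearly all actives have a fitted effect of over 55% in size; some results filed as inactive show a strong effect at the top dose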
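Quantitative HTS measuring growth restoration of FUS-toxic yeast. Galactose-induced cells (OD 0.005) were exposed 24hr at 30C to compounds at several concentrations, then absorbance at 600 nm was recorded.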
EPAC2 antagonist = qHTS for Antagonist of cAMP-regulated guanine nucleotide exchange factor 2 (EPAC2): primary screen; 360,000 tested, 0.18% active; EPAC2 GEF exchange of Rap1B-BODIPY-GDP, fluorescence; AID 720708, 2013; Potency, µM (series often up to 114 µM), without a hit: at the top dose activity, negative = inhibition, usual class: inhibitors; Rap guanine nucleotide exchange factor 4 (Homo sapiens), Q8WZA2; further: potency means the concentration at half of the fitted maximal effect; on the % scale 0 is the no-effect control and ±100 the full control effect; nearly all actives have a fitted effect of over 45% in size; many of its hits are not listed in these tables
Target sequence (Q8WZA2 whole entry, looked up): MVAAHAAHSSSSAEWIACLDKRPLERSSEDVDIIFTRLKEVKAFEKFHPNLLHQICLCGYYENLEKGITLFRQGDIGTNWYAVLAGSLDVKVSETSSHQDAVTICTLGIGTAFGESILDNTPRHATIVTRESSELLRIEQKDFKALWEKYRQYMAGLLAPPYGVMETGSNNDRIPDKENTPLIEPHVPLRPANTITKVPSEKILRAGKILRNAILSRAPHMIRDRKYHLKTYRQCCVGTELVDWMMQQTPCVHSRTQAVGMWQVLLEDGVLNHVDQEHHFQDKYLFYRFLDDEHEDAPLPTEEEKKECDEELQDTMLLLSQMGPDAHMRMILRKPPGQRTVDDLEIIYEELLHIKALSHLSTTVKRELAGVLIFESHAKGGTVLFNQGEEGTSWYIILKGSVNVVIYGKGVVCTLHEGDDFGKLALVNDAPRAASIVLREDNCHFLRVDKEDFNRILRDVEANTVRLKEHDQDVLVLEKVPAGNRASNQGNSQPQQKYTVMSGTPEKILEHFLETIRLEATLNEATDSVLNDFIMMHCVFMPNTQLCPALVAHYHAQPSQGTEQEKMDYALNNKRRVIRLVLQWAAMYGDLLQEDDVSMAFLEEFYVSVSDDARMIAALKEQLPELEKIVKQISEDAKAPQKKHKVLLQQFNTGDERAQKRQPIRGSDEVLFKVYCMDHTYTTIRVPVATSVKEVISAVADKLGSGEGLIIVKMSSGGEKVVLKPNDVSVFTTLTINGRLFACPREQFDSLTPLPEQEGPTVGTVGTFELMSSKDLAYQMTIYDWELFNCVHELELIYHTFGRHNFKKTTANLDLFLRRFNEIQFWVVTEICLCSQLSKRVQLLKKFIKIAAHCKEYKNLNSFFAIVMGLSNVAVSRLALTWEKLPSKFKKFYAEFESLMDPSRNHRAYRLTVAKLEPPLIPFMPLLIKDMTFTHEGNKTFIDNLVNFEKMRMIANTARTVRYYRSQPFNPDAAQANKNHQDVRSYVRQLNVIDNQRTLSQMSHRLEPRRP
EPAC2 agonist = qHTS for Agonist of cAMP-regulated guanine nucleotide exchange factor 4 (EPAC2): primary screen; Rap guanine nucleotide exchange factor 4 (Homo sapiens), Q8WZA2; EPAC2 activation, biochemical qHTS; response scale: 100% = 6.5 mM cAMP response; Potency, µM (top dose mostly 154 µM), for the others: top-dose activation, hits mostly activators; 360,000 tested, 0.079% active; AID 720711, 2013; further: potency means the concentration at half of the fitted maximal effect; nearly all actives have a fitted effect of over 50% in size
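Compounds were added across a concentration range to EPAC2 (100 nM), RAP1B-BODIPY-GDP (250 nM) and GDP (50 uM). After 5 min at room temperature, fluorescence was recorded at 5-min intervals for 30 min.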
Active calls of the source: *; ? = inconclusive; . = not tested or not shown; & = joins results of further samples; [ ] = another dose, or the depositor's remark. Unless noted, the call rests on the fitted dose curve; in most records, active means well fitted curve in the direction sought with a large enough effect; inconclusive means small, poorly fitted or top-dose-only effect, or another doubt; inactive means no such curve, though single readings can be large; an effect the other way counts as inactive or inconclusive. An excerpt; count on the stated rates, not on these rows.

SMILES	D3 ag	Abeta rescue	TDP-43 yeast inh	D3 antag	aSyn rescue	FUS yeast rescue	EPAC2 antagonist	EPAC2 agonist
COc1cc(C(=O)NCc2nnc(SCC(=O)N3CCOCC3)o2)cc(OC)c1OC	3	2%	15%	12	-1%	14%	-3%	-7%
Cc1cccc(C(=O)NCC2CCN(C(=O)c3cccc(C)c3)CC2)c1	4	-14%	10%	-5	-10%	19%	9%	2%
CN(C1CC(C)(C)NC(C)(C)C1)S(=O)(=O)CC12CCC(CC1=O)C2(C)C (stereo not given)	0	-6%	-5%	-12	0%	-5%	-3%	6%
Cc1ccc(CNC(=O)Cc2c(C)c3cc4c(C)coc4cc3oc2=O)cc1	9	-14%	16%	.	.	-28%	.	.
O=C(Nc1ccc2c(c1)OCO2)c1cc(C2CCCCN2C(=O)c2ccc3ccccc3c2)on1 (stereo not given)	-2	-15%	20%	-11	4%	35µM*	-2%	10%
O=C(Nc1nnc([C@@H]2C[C@H](O)[C@@H](CO)O2)s1)NC1CCCCC1	-3	-14%	9%	-15	-7%	-3%	1%	-3%
CC(=O)OCP(C)(=O)COC(C)=O	5	10%	-3%	13	-1%	-23%	-12%	16%
COC(=O)c1cc(C#N)c(Oc2cccc(C)c2C)nc1C	2	?	26%	-18	9%	-55%[inhibitor]	?	3%
Cc1oc(-c2ccc(Cl)cc2)nc1Cn1c(=O)cc(C)c2c(C)nn(-c3cccc(F)c3)c21	-8	-5%	-2%	.	.	-11%	.	.
CCS(=O)(=O)Nc1cccc(C2=NN(C(=O)c3ccco3)C(c3ccco3)C2)c1 (stereo not given)	-5	1%	-6%	3	0%	31%	-1%	17%
COCCCNC(=O)c1nn(C)c2c1CS(=O)(=O)c1ccccc1-2	-1	-2%	5%	.	.	21%	.	.
Cn1c(CC(=O)Nc2ccccc2F)nnc1SCC(=O)NC1CCCC1	2	6%	4%	1	-1%	-13%	2%	-4%
O=C(O)CSCC(=O)N1CCCN(c2ccc(C(F)(F)F)cn2)CC1	2	-3%	-12%	58	-17%	8%	-6%	7%
COCOCCn1cc(CN2CCS(=O)(=O)N(Cc3ccc(-c4ccc(OC)cc4)cc3)C(C)C2=O)nn1 (stereo not given)	-8	2%	19%	-19	-1%	43%	0%	19%
CCc1ccc(N(C(=O)Cn2nnc(-c3ccccc3)n2)C(C(=O)NC2CCCCC2)c2ccccn2)cc1 (stereo not given)	-2	1%	7%	0	-2%	-3%	-12%	-7%
COc1ccc(C2=NOC3(CC(=O)N(c4ccc(F)cc4)C3=O)C2)c(OC)c1 (stereo not given)	12	12%	-11%	4	7%	?	-5%	1%
COc1ccc(S(=O)(=O)N2CCC(C(=O)N[C@@H](C)C(=O)NCc3cccc(OC)c3)CC2)cc1	4	14%	11%	1	-2%	17%	3%	-1%
O=C(O)c1ccccc1-c1ccccc1C(=O)Nc1ccc2c(c1)[nH]c(=O)c1ccccc12	10	-11%	-5%	4	5%	19%	-2%	-6%
CC(CCc1ccccn1)C(=O)c1ccccc1 (stereo not given)	5	-3%	12%	35	6%	-6%	7%	2%
Nc1ncnc2c1ncn2[C@@H]1O[C@H](C(=O)N[C@H]2c3ccccc3C[C@H]2OC=O)[C@@H](O)[C@H]1O	5	-7%	-10%	6	1%	-2%	?	-19%

Overlap with the part before: 4 entries, followed by the next part.
SMILES	D3 ag	Abeta rescue	TDP-43 yeast inh	D3 antag	aSyn rescue	FUS yeast rescue	EPAC2 antagonist	EPAC2 agonist
COc1ccc(S(=O)(=O)N2CCC(C(=O)N[C@@H](C)C(=O)NCc3cccc(OC)c3)CC2)cc1	4	14%	11%	1	-2%	17%	3%	-1%
O=C(O)c1ccccc1-c1ccccc1C(=O)Nc1ccc2c(c1)[nH]c(=O)c1ccccc12	10	-11%	-5%	4	5%	19%	-2%	-6%
CC(CCc1ccccn1)C(=O)c1ccccc1 (stereo not given)	5	-3%	12%	35	6%	-6%	7%	2%
Nc1ncnc2c1ncn2[C@@H]1O[C@H](C(=O)N[C@H]2c3ccccc3C[C@H]2OC=O)[C@@H](O)[C@H]1O	5	-7%	-10%	6	1%	-2%	?	-19%
CCC1C(=O)C(CC)C(c2ccccc2)NC1c1ccccc1 (stereo not given)	-6	?	-10%	-24	-3%	4%	-15%	21%
Nc1ccc(Cc2nc3c(ccc4ccccc43)[nH]2)cc1	-4	12%	4%	-9	1%	18%	0%	9%
O=C(Cn1cnc2c(oc3ccccc32)c1=O)Nc1ccc(OC(F)(F)F)cc1	3	9%	6%[9.22 µM]	.	.	-19%	.	.
CCOC(=O)c1sc(NC(=O)CSc2nc3c(cc2C#N)CCCCCC3)c(C#N)c1C	-25	-24%	-19%	18	-2%	5%	3%	-13%
C=CCn1c(C)cc(C(=O)CN2C(=O)c3ccccc3S2(=O)=O)c1C	-8	2%	?	-17	17%	.	-9%	23%
COc1ccc(Cl)cc1NC(=O)Cn1cc2c(n1)CCC(C)C2 (stereo not given)	-15	1%	?	.	.	-22%	.	.
Cc1ccc(S(=O)(=O)NCC2CCC(C(=O)NCCc3ccc(Cl)cc3)CC2)cc1 (stereo not given)	-8	-13%	-6%	.	.	-5%	.	.
CN(c1ccccc1)S(=O)(=O)c1ccc(Cl)c(C(=O)Nc2ccc(-c3nc4ccccc4[nH]3)cc2)c1	-4	-7%	16%	19	-10%	9%	4%	-4%
CCOc1ccc(CNC(=O)CCCc2cn(C)c3ccccc23)cc1OC	11&-5	-4%&-23%	14%&16%	-24	-1%	-7%&0%	7%	0%
O=C(Cc1c2ccccc2nc2ccccc12)c1ccccc1	2	5%	0%	2	1%	-9%	-1%	13%
Cc1onc(-c2ccccc2)c1C(=O)NCC(O)c1ccccc1 (stereo not given)	6	2%	8%	11	4%	-19%	5%	1%
Nc1c(C(=O)O)cnc2nc(N3CCOCC3)nn12	4	-10%	-2%	32	-9%	14%	11%	0%
CCOc1ccccc1C(=O)NC1(C(F)(F)F)C(=O)Nc2c1c(=O)[nH]c(=O)n2-c1ccccc1 (stereo not given)	2	-14%	9%	.	.	-7%	.	.
O=C1NC(=O)/C(=C/c2ccccc2Oc2ccc(Cl)cc2)S1	11	1%	11%	8	-1%	32%	-3%	10%
O=C(CCS(=O)(=O)c1cc(Br)cc2c1N(C(=O)C1CC1)CC2)NCC1CCCO1 (stereo not given)	-6	-3%	0%	0	-6%	1%	-1%	10%
Cc1cc(NC(=O)CSC2=NS(=O)(=O)c3ccccc3N2)no1	4	6%	9%	-1	-9%	13%	11%	-1%
COc1cc(/C=C/C(=O)c2c(O)cc(C)oc2=O)cc(OC)c1O	5	-16%	-5%	6	13%	34%	4%	-9%
N#CC(=C1CCCC1)c1nc(-c2ccc(Cl)cc2)cs1	4	6%	?	-5	-1%	10%	1%	12%
O=C(Nc1ccc2nc(SCC(=O)N3CCc4ccccc43)sc2c1)c1ccccc1	2	-12%	0%	.	.	27%	.	.
COc1ccc(C2CC(c3cccs3)=NN2S(=O)(=O)c2ccc(C)cc2)cc1 (stereo not given)	-9	-2%	-24%	-14	-2%	8%	5%	8%
CC(C)N(C(=O)CSc1nnnn1-c1ccc2c(c1)OCO2)C(C)C	0	-3%	-13%[9.22 µM]	3	0%	7%	1%	5%
O=C(CSc1ccccc1C(=O)O)NC12CC3CC(CC(C3)C1)C2	3	5%	-8%	0	0%	7%	3%	9%
Cc1nc2ccccc2nc1OCC(=O)Nc1ccccc1	3	5%	-11%	7	1%	-5%	4%	-6%
CC(C)COc1ccc(C(=O)Nc2scc(-c3ccc(Cl)cc3Cl)c2C(N)=O)cc1	-3	0%	?	1	-1%	.	5%	-1%
CC(=O)NC1(NC(C)=O)CCN(C)CC1	4	-13%	-14%	13	1%	4%	-2%	5%
CCOc1ccc(CC(=O)Nc2ccc3c(c2)N(C)C(=O)c2ccccc2S3)cc1OCC	15	-4%	13%	.	.	24%	.	.
C[C@@H](NC(=O)[C@@H]1Cc2ccccc2CN1)C(=O)NC1CCCCC1	11	2%	-2%	7	6%	3%	1%	-2%
Cc1cccc(OCCNC(=O)c2ncn[nH]2)c1	1	20%	-4%	16	2%	3%	7%	-1%
CCCn1c(SCC(=O)Nc2cccnc2Cl)n[nH]c1=O	-3	4%	-1%	-24	-5%	12%	3%	7%
Cc1ccc(Nc2nc(-c3cccnc3)cs2)cc1Cl	5	7%	?	5	-2%	18%	-1%	0%
Cc1ccc(C(C)NC(=O)Cc2cccs2)c(C)c1 (stereo not given)	-2	2%	-18%	-21	-3%	9%	-4%	24%
CC1(C(=O)NC2CCCC2)CCN1C(=O)Cc1ccc(-c2ccccc2)cc1 (stereo not given)	1	12%	?	-16	?	33%	-7%	9%
CC(CCc1ccccc1)NC(=O)CCNC(=O)Cn1ccc2ccccc2c1=O (stereo not given)	6	-22%	3%	-2	0%	-25%	10%	-7%
O=C(Nc1ccccc1Cl)c1cc(C2CCCCN2C(=O)c2cccs2)on1 (stereo not given)	-6	13%	27%	-13	2%	32%	0%	16%
N#Cc1nc(-c2ccco2)oc1N1CCN(C(c2ccccc2)c2ccccc2)CC1	8	11%	-8%	7	-8%	14%	-1%	11%
CC(C)CN(C(=O)COC(=O)C1=COCCO1)c1c(N)n(Cc2ccccc2)c(=O)[nH]c1=O	8	1%	16%	11	3%	6%	8%	-1%
COc1ccc(Cl)cc1NC(=O)CN1C(=O)NC2(CCCC2)C1=O	-3	-9%	-4%	-2	?	8%	16%	-3%
Cc1cc([N+](=O)[O-])c2[nH]c(C(=O)N/N=C/c3ccccc3C(=O)O)c(-c3ccccc3)c2c1	2	12%	-13%	-7	0%	25%	?	12%
CSCCC(C(=O)Nc1c(C)cccc1C)N1CCN(c2ccc(C(F)(F)F)cn2)CC1 (stereo not given)	3	2%	4%	31	-2%	-23%	4%	-12%
CC(C)(C)NS(=O)(=O)c1ccc(-c2csnn2)s1	-7	-4%	28%	-15	-3%	13%	16%	-2%
